# Source: PubChem BioAssay
# Menin-MLL TR inh: inhibitors of human menin-MLL interaction, mutant MLL peptide | O00255 | Menin + Texas Red MLL mutant peptide, fluorescence polarization | Potency, µM (titrated, usually from 61.6 µM), inactives show at the highest dose FP activity change, negative = inhibition, actives largely listed as inhibitors | hit rate 0.23% among 270,000; active means well fitted inhibition curve with a large enough effect in the polarisation, with a control signal flat, not every such curve was filed as active; inconclusive means small, poorly fitted or top-dose-only effect, or effect the other way, or a change in a side signal; inactive means no such curve, though single readings can be large or run the other way; the % refers to the polarisation; further: potency means the concentration at half of the fitted maximal effect; % of control where 0% means no effect; many of its hits are not listed in these tables
# Giardia kill: kills Giardia lamblia; Giardia lamblia trophozoite viability; activity change, % at 7.66 µM, hits read low; hit rate 0.15% among 340,000; in the data active means activity change below about -80%; inconclusive means between about -30% and that limit;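 further: parasites exposed to compound for two days anaerobically before the ATP read; on the % scale 0 is the no-effect control and ±100 the full control effect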
#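 Giardia lamblia trophozoites (100 cells/well) were incubated with compounds for 48 h at 37 deg C under anaerobic conditions. Viability was read as ATP content by one-step luminescence after 15-30 min at room temperature.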
# Rab9 promoter act: activates the Rab9 promoter; Huh7 Rab9 promoter-luciferase reporter, luminescence, 24 h; Potency, µM (titrated, usually from 9.22 µM), for inactives: top-dose activation, negative = inhibition, hits mostly activators; hit rate 2.8% among 320,000; AID 485297; further: potency means the concentration at half of the fitted maximal effect; % of control where 0% means no effect; nearly all actives have a fitted effect of over 60% in size
#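 Huh7 cells stably carrying a Rab9 promoter-luciferase reporter, 1500 cells per well in OP-MEM I with 10% FBS, treated with compound 24 hours at 37C. Luciferase activity read by luminescence after 10 minutes with Amplite reagent.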
# BRCA1 expr act: activators of BRCA1 expression. MCF7-BRCA1-FFLuc reporter, luminescence, 48 h; response scale: scaled: vehicle 0%, 10 µM genistein 100%. Potency, µM (top dose mostly 46.1 µM), without a hit: top-dose activation, hits mostly activators. hit rate 1.1% among 380,000; further: potency means the concentration at half of the fitted maximal effect; nearly all actives have a fitted effect of over 80% in size; some results filed as inactive show a strong effect at the top dose
#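 Reporter cells (MCF7, BRCA1 promoter-firefly luciferase) received library compounds across a concentration series for 48 h. End-point luminescence was measured and concentration-effect curves derived after normalization.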
# p53 reactivator: re-activators of mutant p53. H1299 p53-A138V BP100-luciferase reporter, luminescence, 24 h. Potency, µM (top dose mostly 92.2 µM), for the others: top-dose activity change, positive = activation, most hits filed as activators. hit rate 0.063% among 320,000; further: potency means the concentration at half of the fitted maximal effect; % of control where 0% means no effect; nearly all actives have a fitted effect of over 45% in size
#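 H1299 (p53-null), stable ts p53-A138V + BP100-Luc; 1000 cells/well, Opti-MEM/10% FBS; cpd 4 pt, 1:5; 24 h, 37 deg C, 5% CO2; detection reagent 10 min RT; luminescence.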
# NPC1 promoter act: activates the NPC1 promoter; Huh7 NPC1 promoter luciferase reporter, 24 h; Potency, µM (titrated, usually from 9.22 µM), inactives show at the top dose activation, usual class: activators; hit rate 2.4% among 320,000; AID 485313;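 further: potency means the concentration at half of the fitted maximal effect; % of control where 0% means no effect; nearly all actives have a fitted effect of over 60% in size; reporter is driven by a mutant NPC1 promoter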
#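 Huh7 reporter cells (NPC1 promoter driving luciferase) are dosed with compound for 24 h at 37 °C, 5% CO2; luciferase detection reagent is then added and luminescence measured after 10 min at ambient temperature.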
# ELG1 genotox: genotoxicity induction in ELG1-luciferase HEK293T cells; HEK293T ELG1-luciferase reporter, luminescence, 16 h; Potency, µM (titrated, usually from 46 µM), without a hit: at the top dose activity change, positive = activation, actives largely listed as activators; hit rate 1.3% among 330,000; AID 504466; further: potency means the concentration at half of the fitted maximal effect; % of control where 0% means no effect; nearly all actives have a fitted effect of over 60% in size
#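 HEK293T cells expressing luciferase-tagged ELG1 were treated with compound or DMSO for 16 hr at 37°C. Luciferase activity was then read after 30 min with ONE-Glo at room temperature; rising signal flags genetic stress.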
# RORgamma inh: blocks mouse ROR gamma transcriptional activity | P51450 | Drosophila S2 Gal4-RORgamma UAS-luciferase reporter, 20 h | Potency, µM (doses to about 53.6 µM), for the others: at the top dose activity change, negative = inhibition, usual class: inhibitors | hit rate 5.4% among 310,000; further: potency means the concentration at half of the fitted maximal effect; on the % scale 0 is the no-effect control and ±100 the full control effect; nearly all actives have a fitted effect of over 60% in size
# Target sequence (P51450 whole entry, looked up, the tested form may be a part): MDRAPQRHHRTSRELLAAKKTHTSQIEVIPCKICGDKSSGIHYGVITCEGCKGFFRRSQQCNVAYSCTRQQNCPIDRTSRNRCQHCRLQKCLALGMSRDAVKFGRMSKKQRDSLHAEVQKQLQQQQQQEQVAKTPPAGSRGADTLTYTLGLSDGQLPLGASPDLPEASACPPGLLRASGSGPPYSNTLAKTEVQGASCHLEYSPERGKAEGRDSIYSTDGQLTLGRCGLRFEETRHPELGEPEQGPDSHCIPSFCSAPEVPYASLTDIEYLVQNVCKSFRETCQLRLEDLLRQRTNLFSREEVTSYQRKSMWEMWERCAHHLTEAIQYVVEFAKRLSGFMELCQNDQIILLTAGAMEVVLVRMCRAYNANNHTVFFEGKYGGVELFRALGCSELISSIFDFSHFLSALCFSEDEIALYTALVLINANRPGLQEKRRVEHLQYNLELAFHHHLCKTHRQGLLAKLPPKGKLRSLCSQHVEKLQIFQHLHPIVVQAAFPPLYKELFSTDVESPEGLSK
#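 Read-out: Photinus luciferase luminescence; inhibitors lower reporter signal. Insect Schneider cells with Gal4-ROR gamma fusion under metallothionein promoter, UAS reporter; 700 uM final copper sulfate induction, 20 hr, ambient temperature.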
# PKM2 act: increases activity of human pyruvate kinase M2. Potency, µM (top dose mostly 57.5 µM), inactives show at the highest dose activation, actives largely listed as activators. AID 1631. purified PKM2, Kinase-Glo ATP luminescence, activation; response scale: 0% is enzyme alone, no compound. hit rate 0.34% among 260,000. P14618; further: potency means the concentration at half of the fitted maximal effect; on the % scale 0 is the no-effect control and ±100 the full control effect; nearly all actives have a fitted effect of over 55% in size
# Target sequence (P14618 whole entry, looked up): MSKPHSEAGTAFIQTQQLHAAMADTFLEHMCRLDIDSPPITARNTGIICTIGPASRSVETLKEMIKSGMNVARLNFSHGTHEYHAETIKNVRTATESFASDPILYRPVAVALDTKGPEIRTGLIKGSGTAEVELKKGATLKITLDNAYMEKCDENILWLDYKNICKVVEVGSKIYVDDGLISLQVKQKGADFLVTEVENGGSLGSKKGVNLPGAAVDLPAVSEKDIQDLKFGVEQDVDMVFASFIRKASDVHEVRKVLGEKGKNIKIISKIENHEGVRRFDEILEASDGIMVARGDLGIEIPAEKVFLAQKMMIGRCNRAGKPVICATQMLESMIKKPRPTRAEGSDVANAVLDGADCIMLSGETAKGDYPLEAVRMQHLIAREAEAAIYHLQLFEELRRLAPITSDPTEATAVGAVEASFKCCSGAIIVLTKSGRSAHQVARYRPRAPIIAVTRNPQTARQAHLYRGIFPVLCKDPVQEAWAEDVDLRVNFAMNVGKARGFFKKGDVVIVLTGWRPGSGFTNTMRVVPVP
#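 Purified hPK-M2 (>95%) run at intermediate activity with 0.1 mM ADP and 0.5 mM PEP in 50 mM imidazole pH 7.2, KCl, MgCl2; 1 h room temperature. ATP formed read by Kinase-Glo luminescence; normalized to uninhibited and no-enzyme controls.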
# FLuc counter: inhibits or activates purified firefly luciferase, miR-21 counter-screen. P08659. purified FLuc, Km substrates, luminescence inhibition. Potency, µM (series often up to 57.5 µM), for inactives: at the highest dose activity change, negative = inhibition, hits mostly inhibitors. hit rate 6.9% among 360,000. AID 588342;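 further: potency means the concentration at half of the fitted maximal effect; plate controls were vehicle for no effect and reference inhibitor for full effect; nearly all actives have a fitted effect of over 55% in size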
#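 Purified P. pyralis luciferase (10nM final) with 10uM D-luciferin and 10uM ATP (Km levels) in 50mM Tris acetate pH 7.5, 10mM Mg acetate, 0.01% Tween-20, 0.05% BSA; qHTS 6-point titration, ~60 µM downward; luminescence read.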
# VP16 counter: counter-screen for ROR gamma inhibitors: Gal4-VP16 reporter | Drosophila S2 Gal4-VP16 UAS-luciferase, luminescence, 20 h | Potency, µM (titrated, usually from 53.6 µM), for inactives: top-dose activity, negative = inhibition, usual class: inhibitors | hit rate 3.5% among 310,000;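 further: Gal4-VP16 expression switched on by copper sulfate through the metallothionein promoter; potency means the concentration at half of the fitted maximal effect; on the % scale 0 is the no-effect control and ±100 the full control effect; nearly all actives have a fitted effect of over 50% in size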
# The depositor's hits bear a star; u = inconclusive; x = not tested or not shown; [ ] = another dose, or the depositor's remark. Unless noted, the call rests on the fitted dose curve; in most records, active means well fitted curve in the direction sought with a large enough effect; inconclusive means small, poorly fitted or top-dose-only effect, or another doubt; inactive means no such curve, though single readings can be large; an effect the other way counts as inactive or inconclusive.
SMILES,Menin-MLL TR inh,Giardia kill,Rab9 promoter act,BRCA1 expr act,p53 reactivator,NPC1 promoter act,ELG1 genotox,RORgamma inh,PKM2 act,FLuc counter,VP16 counter
O=C(NCCc1ccc(Cl)cc1)C1CCN(S(=O)(=O)N2CCCCC2)CC1,2%,4,4%,5%,-9%,0%,-4%,-7%,-11%,2%,-3%
O=C(COc1ccc(Br)cc1)N1CCOCC1,2%,9,6%,15%,18%,7%,2%,-10%,-2%,-13%,-27%
COC(=O)c1cc(Oc2ccc(S(=O)(=O)N3CCOCC3)cc2[N+](=O)[O-])cc(C(=O)OC)c1,x,0,-7%,-43%,1%,0%,1%,x,x,6%,x
CCOC(=O)CNC(=O)CSc1nnc(-c2ccncc2)n1-c1ccc(Cl)cc1,8%,-11,-3%,-2%[1.84 µM],-2%,1%,3%,25%,-1%,-1%,-13%
CCOc1ccc(OCCC(=O)N(CCCOC)c2c(N)n(Cc3ccccc3)c(=O)[nH]c2=O)cc1,x,-23,-2%,-5%,x,1%,x,x,x,7%,x
CCN(CC)S(=O)(=O)c1ccc(Oc2ccccc2)c(N)c1,0%,-4,-4%,-7%,-1%,-3%,-6%,52%,2%,-3%,0%
Cc1ccccc1CC(=O)Nc1sc(C(C)C)cc1C(=O)N1CCOCC1,x,10,4%,-9%,-12%,-2%,-2%,23%,1%,0%,6%
O=C(c1cccc2c1-c1ccccc1C2)N1CCCCC1,x,-6,2%,-26%,-4%,-6%,5%,0%,-4%,0%,-6%
N=c1c(C(=O)NC2CCCCC2)cc2c(=O)n3ccccc3nc2n1Cc1ccc(F)cc1,-13%,-29,-5%,2%,24%,-4%,-9%,-9%,1%[0.46 µM],8%,-21%
O=C(NCC1CCCO1)c1ccc(C(=O)NCC2CCCO2)cc1 (configuration not stated),35%[activator],12,-1%,-1%,14%,-9%,0%,6%,5%,-1%,3%
O=C1C2C(C(=O)N1/N=C/c1ccco1)C1C=CC2C12CC2 (configuration not stated),-7%,-15,1%,5%,9%,2%,6%,1%,-6%,u,-7%[0.365 µM]
COc1ccc(C(=O)CSc2nccn2C)c(OC)c1,x,-2,3.5µM*,74%,18%,4µM*,u,u,x,13µM*,-25%
CCOc1ccc(-n2ccnc2SCC(=O)Nc2nnc(CC)s2)cc1,-15%,-6,-12%,-12%,0%,-3%,-9%,10µM*,-8%,5%,4%
Cc1ccc(OCC(=O)NCCCNC(=O)c2ccco2)cc1,-1%,-13,-1%,-7%,-7%,0%,3%,9%,-3%,1%,5%
Cc1nc2sccn2c(=O)c1S(=O)(=O)NCCc1ccccc1,2%,-16,2%,1%,x,-3%,3%,7%,3%,6%,0%
O=C1OCCC1Sc1nnc(-c2ccc(F)cc2)n1Cc1ccccc1 (configuration not stated),-7%,-4,11%,-3%,10%,1%,0%,35%,-2%,16%,-4%
O=C(NCC1CCCO1)/C(=C/c1ccccc1F)NC(=O)c1ccccc1 (configuration not stated),-14%,-26,-3%,-3%,-1%,1%,-1%,-7%,x,2%,1%
CCOC(=O)c1c(C)[nH]c(C)c1C(=O)COC(=O)c1cc2ccccc2cc1O,u,20,2%,-18%,-3%,-2%,-3%,u,3%,-12%,-16%
Cc1ccc(SCCC(=O)Nc2cccc(N(C)S(C)(=O)=O)c2)cc1,u,-12,-2%,6%,1%,-1%,-5%,u,3%,u,0%
Cc1ccc(C)c(NC(=S)Nc2ncccc2C)c1,-3%,-9,u,7.9µM*,4%,22%,u,3.5µM*,0%,17µM*,u
Cc1ccc(C(C(=O)NCc2ccco2)N(Cc2ccco2)C(=O)CNC(=O)c2ccco2)cc1 (configuration not stated),-18%,-18,1%,0%,-7%,-5%,0%,33%,-2%,4%,0%
CCCSc1nc(N)cc(=O)[nH]1,14%,24,-9%,-4%,0%,0%,1%,18%,-4%,11%,-17%
Cc1ccc(C)n1-c1ccc(N2CCOCC2)nc1,u,2,-14%,-2%,u,4%,u,-11%,-10%,3%,u
CC(NC(=O)CN(c1ccc(Br)cc1)S(C)(=O)=O)c1ccccc1 (configuration not stated),9%,31[activator],-2%,-1%,x,-2%,2%,23%,10%,1%,11%
COc1ccccc1C(CC(N)=O)c1ccco1 (configuration not stated),-16%,-11,4%,15%,-1%,-4%,-1%,-2%,-1%,4%,-2%
CCNc1nc(Oc2ccc(C(=O)OC)cc2)nc(SC)n1,5%,3,0%,9%,1%,4%,-7%,-19%,-6%,-7%,-4%
Nc1nonc1C(=O)NCCNCc1cc(Br)ccc1OCc1ccc(F)cc1,u,-14,4%,-1%[1.84 µM],-14%,-2%,-4%,-37%,0%,4%,13µM*
O=c1c2[nH]c3cccc(Cl)c3c2ncn1Cc1ccco1,x,-8,-2%,-17%,x,0%,u,4%,17%,2%,-14%
Cc1nonc1CC(=O)N1CCc2c([nH]c3ccccc23)C1c1ccccc1F (configuration not stated),-1%,-22,-3%,-19%,3%,-3%,-1%,-25%,-10%,-1%,6%
O=C(Nc1sc2c(c1C(=O)NCc1cccnc1)CCCC2)c1ccco1,-21%,18,9%,0%,-20%,-2%,2%,-8%,-11%,u,-12%
COc1cccc(C(=O)OCCNC(=O)c2cccnc2)c1,-9%,-6,1%,0%,23%,2%,1%,10%,x,1%,-7%
CCC(=O)NCCCNc1nc2c(C)cccc2cc1C#N,-18%,4,-6%,24%,-3%,-1%,-6%,-29%,7%,-3%,1%
CCc1ccc(CNc2ccc(O)cc2)cc1,35µM*,3,5%,-74%,4%,-2%,8%,u,17%,-13%,u
Cc1ccc(C)c(N2CCN(S(=O)(=O)c3ccc4[nH]c(=O)ccc4c3)CC2)c1,25%,1,-4%,-33%,4%,-3%,-4%,-23%,-20%,-2%,-15%
C=CCn1c(SCC(=O)Nc2ccccc2C)nc(O)cc1=O,4%,30,2%,-4%,4%,-1%,0%,0%,x,1%,-3%
CCOc1ccc(-n2c(=O)c3sccc3n(CC(=O)Nc3cccc(OC)c3)c2=O)cc1,10%,12,-2%,-3%,7%,-4%,0%,9%,-2%,2%,-8%
C=CCNc1nc(Cl)nc(NCc2ccco2)n1,2%,-13,-4%,1%,x,-3%,4%,-22%,0%,-1%,4%
N#Cc1c(N2CCOCC2)nsc1-c1ccc(C(F)(F)F)cc1,x,-5,u,5µM*,3%,u,u,u,0%,7.6µM*,4%
CCn1c2ccccc2c2cc(N=C3SC(CC(=O)Nc4ccccc4OC)C(=O)N3CCOC)ccc21 (configuration not stated),u,-10,-6%,-52%,0%,-4%,-2%,u,0%,-3%,u
CCOc1ccc(CNC(=O)C2CCN(S(=O)(=O)N3CCCC3)CC2)cc1OC,-8%,16,7%,-8%,-3%,0%,0%,33%,-3%,0%,-4%
CCn1c(SCC(=O)N/N=C/c2ccncc2)nc2ccccc21,x,-4,-6%,-26%,-4%,8%,-2%,2%,-15%,-2%,u
CC(NC(=S)Nc1c(Cl)cccc1OC(F)F)C(C)(C)C (configuration not stated),-15%,7,-1%,5%,6%,-1%,2%,13µM*,0%,-2%,11µM*
CSC(=NCc1ccco1)NC#N,x,-2,-2%,33%,0%,0%,0%,7%,5%,-2%,10%
CCOc1cc(-c2nc(C)c(C(C)=O)n2O)ccc1OCC(=O)Nc1cccc(C)c1,6%,-4,-1%,-13%,-8%,0%,-7%,u,x,u,-9%
Cc1cc(Cl)ccc1N(CC(=O)NCc1ccc2c(c1)OCO2)S(C)(=O)=O,3%,5,-12%,-10%,8%,-7%,-1%,14%,2%,-13%,3%
CCc1ccc(NC(=O)CCc2nnc3ccc(N4CCC5(CC4)OCCO5)nn23)cc1,6%,-3,-1%,7%,-8%,-5%,0%,7%,0%,5%,-5%
COC(=O)c1sc(NC(=O)COc2c(C)cccc2C)nc1C,-3%,13,-1%,-10%,-2%,-3%,-5%,0%,-9%,-17%,-9%
CC(=O)c1cnc2cc(-c3cccc(Br)c3)nn2c1C,-1%,1,2µM*,38%,18%,2.8µM*,14%,39%,-3%,u,-9%
Cc1ccc(C(=O)C(C)N(C(=O)c2ccc(Cl)cc2Cl)N2C(=O)CCCC2=O)cc1 (configuration not stated),1%,4,-3%,-8%,2%,-1%,-1%,8%,-2%,1%,-5%[10 µM]
COC(=O)c1c(NC(=O)c2ccc(S(=O)(=O)N3CCOCC3)cc2)sc2c1CCN(C(C)C)C2,x,0,-5%,9%,11%,-3%,6%,-7%,x,3%,-2%
Brc1ccc(-c2csc(NC3=NCCCCC3)n2)cc1,-4%,-21,u,u,u,u,u,-4%,0%,u,u
C=CCOc1c(Br)cc(/C=C2\SC(=Nc3ccccc3)NC2=O)cc1OC,u,10,5%,-14%,-21%,-4%,-4%,u,0%,10%,-29%

# Some of the compounds tested; the hit share may differ from the screen's.
